Assay outcomes (PubChem BioAssay)
Rv3671c protease: Rv3671c serine protease inhibitors, primary screen, biochemical, fluorescence polarization, M. tuberculosis H37Rv. inhibition, % at 5.96 µM. 320,000 tested, 0.048% active. AID 2606, 2010; in the data active = inhibition above about 38%;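 note: extracellular domain of Rv3671c used as enzyme; 0% = enzyme with DMSO and 100% = no enzyme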
Target sequence (P9WHR9 whole entry, looked up, the tested form may be a part): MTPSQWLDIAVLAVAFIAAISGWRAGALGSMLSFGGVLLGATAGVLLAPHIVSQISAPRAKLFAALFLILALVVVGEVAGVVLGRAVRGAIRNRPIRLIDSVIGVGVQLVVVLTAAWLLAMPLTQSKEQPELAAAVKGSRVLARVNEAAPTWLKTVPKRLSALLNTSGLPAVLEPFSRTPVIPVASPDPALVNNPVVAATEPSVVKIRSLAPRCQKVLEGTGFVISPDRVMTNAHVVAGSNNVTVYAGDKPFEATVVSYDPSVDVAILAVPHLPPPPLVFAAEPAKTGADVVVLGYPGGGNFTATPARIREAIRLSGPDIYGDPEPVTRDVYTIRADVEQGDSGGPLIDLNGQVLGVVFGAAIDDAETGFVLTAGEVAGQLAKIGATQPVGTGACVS
Mtb UGM inh: M. tuberculosis UGM enzyme inhibitors, primary screen, biochemical, fluorescence polarization, single point; purified UGM, fluorescence polarization probe displacement; inhibition, % at 10 µM; 320,000 tested, 0.06% active; AID 504406, 2011; in the data active = inhibition above about 10%, passing the limit was not always enough; inconclusive = no clear call, values can overlap the other calls
GDH-TPI counter: GDH-TPI coupling enzyme inhibitors, primary screen, artefact control for M. tuberculosis FBA inhibitor project, biochemical, absorbance, full deck. inhibition, % at 4.8 µM. 360,000 tested, 1.2% active. GDH-TPI coupled enzyme counterscreen, NADH absorbance; in the data active = inhibition above about 30%;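 note: 0% = DMSO wells and 100% = wells lacking the enzyme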
MazEF act: activators of E. coli MazEF toxin-antitoxin RNase, primary screen, biochemical, fluorescence, uHTS; Endoribonuclease toxin MazF (Escherichia coli (strain K12)), P0AE70; FAM/BHQ RNA-DNA oligo cleavage fluorescence, 5 h; activation, % at 20 µM; 350,000 tested, 0.32% active; AID 504720, 2011; in the data active = activation above about 50%
Target sequence (P0AE70 whole entry, looked up): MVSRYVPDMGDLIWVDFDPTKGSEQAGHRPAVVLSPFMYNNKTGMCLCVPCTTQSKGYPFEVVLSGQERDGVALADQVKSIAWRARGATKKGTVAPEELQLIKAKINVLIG
FadD28 binding: inhibitors of FadD28 bisubstrate probe binding, primary screen, biochemical, fluorescence polarization, single point; Mycobacterium tuberculosis FadD28 fatty-acid-AMP ligase; 360,000 tested, 0.22% active; inhibition, % at 12.5 µM; AID 588549, 2011; in the data active = inhibition above about 8.5%, passing the limit was not always enough; inconclusive = no clear call, values can overlap the other calls
Mtb FBA inh: Mtb FBA enzyme inhibitors, primary screen, biochemical, fluorescence, strain H37Rv; Fructose-bisphosphate aldolase (Mycobacterium tuberculosis (strain ATCC 25618 / H37Rv)), …; inhibition, % at 1 µM; AID 588726, 2011; purified M. tuberculosis FBA, fluorescence read-out; 360,000 tested, 2.3% active; in the data active = inhibition above about 27%;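 note: 0% = vehicle and 100% = reference inhibitor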
Target sequence (P9WQA3 whole entry, looked up): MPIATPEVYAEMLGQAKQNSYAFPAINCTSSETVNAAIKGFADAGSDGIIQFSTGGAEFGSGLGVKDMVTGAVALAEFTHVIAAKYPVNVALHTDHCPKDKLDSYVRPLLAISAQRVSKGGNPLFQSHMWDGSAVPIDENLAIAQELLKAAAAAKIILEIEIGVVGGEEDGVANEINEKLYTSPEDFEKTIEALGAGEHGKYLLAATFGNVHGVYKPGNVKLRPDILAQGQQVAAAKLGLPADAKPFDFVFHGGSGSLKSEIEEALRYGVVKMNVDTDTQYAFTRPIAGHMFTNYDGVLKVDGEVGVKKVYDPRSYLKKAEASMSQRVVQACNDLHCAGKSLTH
BoNT F protease: BoNT/F light chain protease inhibitors, primary screen, biochemical, flow cytometry, MLPCN library; Botulinum neurotoxin type F light chain protease (Clostridium botulinum); Multiplex microsphere protease cleavage assay; inhibition, % at 10 µM; 360,000 tested, 0.22% active; AID 588497, 2011; in the data active = inhibition above about 35%, passing the limit was not always enough; inconclusive = no clear call, values can overlap the other calls; note: plate controls were buffer without enzyme for full effect and enzyme alone for no effect
Mtb BioA inh: M. tuberculosis BioA enzyme inhibitors, primary screen, biochemical, plate reader, single point, HTS; 7,8-diaminopelargonic acid synthase BioA (Mycobacterium tuberculosis); purified M. tuberculosis BioA enzyme; inhibition, % at 9.99 µM; 360,000 tested, 0.096% active; AID 602481, 2012; in the data active = inhibition above about 40%; inconclusive = no clear call, values can overlap the other calls
PrPC surface inh: inhibitors of human cell surface prion protein PrPC, primary screen, cell-based, TR-FRET | TR-FRET read-out | inhibition, % at 13.8 µM | 370,000 tested, 0.43% active; in the data active = inhibition above about 24%; note: 0% = median of the test wells and 100% = reference compound wells
An asterisk follows results filed as active; i = inactive; ? = inconclusive; / = not tested or not shown; & = joins results of further samples.

compound | Rv3671c protease | Mtb UGM inh | GDH-TPI counter | MazEF act | FadD28 binding | Mtb FBA inh | BoNT F protease | Mtb BioA inh | PrPC surface inh
C=CCn1c(=O)[nH]c2nc3cc(N=CN(C)C)c(C)cc3nc2c1=O | -13.0 | 6.9 | 18.8 | i | 2.1 | 0.0 | -4.3 | -7.7 | -37.8
COCCN1CN(S(=O)(=O)c2cccc(Cl)c2)c2nc3ccccc3nc21 | 7.5 | 2.0 | 26.6 | -3.2 | -1.7 | 29.4* | 2.1 | 1.0 | 3.0
CC(=O)NCCc1c[nH]c2ccc(O)cc12 | -1.3 | -3.1 | -8.2 | 3.7 | -2.6 | -0.1 | -7.6 | -1.8 | -5.7
COc1ccccc1CN1[C@@H](CC(C)=O)c2cc(C(F)(F)F)ccc2S1(=O)=O | -0.3 | 3.4 | -1.7 | 9.1 | -5.7 | -3.9 | -0.6 | -1.2 | 3.4
COc1ccc(C(=O)CSc2nnc(-c3ccc(S(=O)(=O)N4CCOCC4)cc3)o2)cc1 | 2.9 | 0.6 | -16.0 | -8.2 | -1.3 | -0.6 | -3.8 | / | 0.9
CCOC(=O)C1(CCOc2ccccc2)CCN(Cc2cccn2-c2ncccn2)CC1 | 2.1 | -3.3 | -1.3 | 0.3 | -7.1 | 3.4 | -3.1 | / | -7.2
CCCCN(Cc1ccco1)C(=O)Cn1ncc2c(=O)oc3ccc(C)cc3c21 | 4.8 | 2.6 | 2.7 | -7.9 | -2.0 | -3.1 | -4.9 | 1.3 | -13.7
COCc1cccc(NC(=O)CCc2ccccc2)c1 | 3.4 | 0.0 | -1.3 | -2.5 | -3.5 | -0.9 | -5.5 | / | 1.6
COC(=O)c1cc(S(=O)(=O)NC2CCC(C)CC2)cn1C (stereo not given) | -4.5 | -1.5 | 3.0 | 6.3 | 0.6 | 5.8 | 1.6 | / | 6.0
COc1cc2sc3ccc(C#Cc4ccc(N)cc4)cc3c(=O)c2cc1OC | 0.9 | -0.4 | 14.4 | -4.7 | -0.2 | 17.0 | -12.9 | -1.3 | 5.8
CCS(=O)(=O)NC(C)C(c1cccs1)N1CCN(C)CC1 (stereo not given) | -7.2 | 1.1 | 3.8 | -2.5 | -0.3 | -1.7 | 2.2 | -0.9 | -1.9
CCCOc1ccc(/C=N/NC(=S)Nc2ccccc2[N+](=O)[O-])c(O)c1 | 10.2 | 1.9 | / | 2.6 | / | / | / | / | -13.2
O=C1OCCN/C1=C\C(=O)c1ccccc1 | -4.8 | -5.9 | 7.7 | -9.6 | -3.0 | -1.5 | ? | -3.1 | 5.5
O=C(CSc1nnc(-c2ccccc2F)n1C1CC1)NC(=O)c1cccc([N+](=O)[O-])c1 | -5.8 | / | 5.1 | 1.0 | -2.1 | 1.6 | 4.7 | -2.6 | -5.5
Cc1cc(C)cc(Nc2nc3c(S(=O)(=O)c4ccccc4)nnn3c3ccccc23)c1 | -3.8 | -0.6 | -2.2 | -20.4 | -1.8 | 0.4 | 1.9 | / | -0.5
NC(=O)c1ccc(NC(=O)c2ccc3c(c2)OCO3)cc1 | -10.9 | 0.3 | 9.8 | 5.4 | -0.5 | 1.3 | -7.1 | -0.9 | 5.7
CCOc1ccc(CN(C)CC(=O)Nc2cccc(C)c2)cc1OC | 0.1 | 0.1 | 6.7 | 6.6 | -3.5 | -2.0 | -9.0 | -0.5 | -4.1
Nc1c(Cl)cc(NC(=O)c2ccccc2C(=O)O)cc1Br | -5.9 | 0.9 | 9.3 | -6.3 | -1.4 | 5.2 | 7.7 | 6.3 | 1.6
CC(C)C[C@H]1CN=C(N(C)C)N1CCCCc1ccccc1 | -3.5 | 3.4 | 6.7 | 7.3 | -3.9 | 0.6 | 0.2 | 0.1 | 18.2
Cc1ccc(/C=C/C(=O)OCC(=O)Nc2cccc(S(=O)(=O)N(C)C)c2)o1 | -9.4 | -0.7 | 11.8 | 5.7 | -2.1 | -1.1 | -3.0 | / | -5.3
CC12CCC(C(=O)O)(c3nc(C#N)c(C#N)nc31)C2(C)C (stereo not given) | -12.4 | -0.6 | 8.3 | -8.1 | 1.6 | 7.0 | -0.5 | -4.4 | 1.6
CC1CCN(C(=O)CC(NC(N)=O)c2ccccc2Cl)CC1 (stereo not given) | -8.4 | -0.3 | 1.1 | -28.0 | -0.2 | -0.4 | -3.2 | -0.7 | -0.4
COc1cc(C(F)(F)F)nc(-c2ccccn2)n1 | -6.1 | -1.8 | -6.1 | -4.9 | -2.5 | 1.2 | -2.2 | / | 1.6
Cn1c(=O)c2cc(S(=O)(=O)NCCC(=O)NCCC3=CCCCC3)ccc2n(C)c1=O | 4.8 | -1.0 | 9.6 | 6.7 | -0.7 | 3.7 | 3.7 | -2.5 | /
CN(C)C(=O)c1sccc1Oc1ccc(F)cc1[N+](=O)[O-] | 0.8 | 0.5 | 0.0 | 10.9 | -2.0 | 6.2 | -2.0 | / | 2.8
Cc1ccc(-n2cnc3c(sc4nc(N5CCOCC5)c5c(c43)CCCC5)c2=O)cc1 | 2.7 | -0.2 | -4.4 | -23.7 | -0.3 | 0.1 | -4.0 | -1.4 | -5.6
CC(=O)N1CCCC(N2CCN(c3cccc(C(F)(F)F)c3)CC2)C1 (stereo not given) | -1.1 | 1.4 | -0.8 | 5.4 | -1.0 | 3.6 | 10.5 | -0.2 | 1.7
O=C(C1=NNCC1c1ccccc1)C1CO1 (stereo not given) | / | / | 6.4 | 3.9 | -3.9 | -0.3 | 2.4 | 0.8 | -10.5
O=C(Cc1c[nH]c2ccccc12)NNC(=O)c1ccccc1 | 3.0 | 0.7 | 0.0 | 7.7 | -2.0 | 3.1 | -19.9 | / | 1.4
C=CCN1C(=O)c2ccc(C(=O)N(CC(C)C)c3c(N)n(CCCC)c(=O)[nH]c3=O)cc2C1=O | 0.3 | -3.0 | 16.6 | 1.0 | -0.7 | 0.4 | / | 0.5 | 2.1
COc1ccc(C(=O)O/N=C(\N)c2ccccn2)c(OC)c1 | -1.4 | 0.8 | 10.8 | -14.0 | -0.6 | -1.4 | 2.8 | / | 11.6
COc1ccc(-c2c3c(=O)n(C)c(=O)n(C)c3cn2-c2ccccc2)cc1 | 8.7 | -0.3 | 7.8 | 1.8 | -0.3 | 3.9 | -11.8 | 1.8 | 4.8
CCOC(=O)Cc1csc(NC(=S)NC(=O)c2ccc(F)cc2)n1 | 5.3 | 3.4 | 8.6 | -0.9 | -4.9 | -3.9 | -7.2 | / | 5.0
CN(Cc1ccccc1)C(=O)c1ccc(COc2ccccc2)cc1 | -1.4 | 1.7 | -6.8 | -2.6 | -3.4 | 0.2 | -11.9 | -1.3 | 7.0
CCNS(=O)(=O)c1ccc(OCCNS(C)(=O)=O)cc1 | -0.1 | 0.6 | 10.5 | 4.9 | -0.9 | 0.1 | -4.5 | -1.8 | 4.2
O=C(NC(=O)c1c(F)cccc1F)Nc1ccccc1SC(F)F | -2.1 | -1.0 | 9.3 | 0.7 | -1.6 | -0.1 | -2.5 | / | 8.8
O=C(CSc1nnc(-c2ccccc2)n1Cc1ccccc1)NC1CC1 | -3.5 | 1.8 | -0.8 | 7.4 | 0.0 | 0.5 | -17.7 | 2.2 | -8.9
c1ccc(OCc2ccc(CCCN3CCOCC3)cc2)cc1 | -1.5 | -1.7 | -3.7 | 2.3 | -3.1 | 0.7 | 8.6 | 0.3 | 10.4
COCCNC(=O)Cn1cnc2sc(C)c(S(=O)(=O)N3CCC(C)CC3)c2c1=O | -2.2 | 2.1 | -1.2 | 2.2 | -2.1 | -4.7 | -6.6 | -1.1 | -3.8
CCCN(Cc1nc2cc(Cl)ccc2c(=O)[nH]1)C(=O)c1ccc(S(=O)(=O)N2CCCC2)cc1 | 6.1 | 2.1 | 1.9 | -8.2 | -0.1 | -0.1 | -4.3 | -1.1 | -6.2
Cc1ccc(/C=N/Nc2nc(C(C)(C)C)cs2)o1 | 6.5 | 0.2 | 1.3 | 3.6 | -4.0 | -1.2 | -5.8 | 0.3 | 5.4
Cc1onc(-c2ccccc2)c1C(=O)OCC(=O)c1ccc[nH]1 | / | / | 2.2 | -2.0 | -22.1 | -0.9 | 3.7 | 1.4 | -6.7
CC(C)(C)c1ccc(-c2noc(CCC(=O)N3CCOCC3)n2)cc1 | 4.5 | 1.3 | -1.2 | 5.2 | -0.3 | -2.5 | -1.4 | / | 4.0
Cc1ccc(-c2cn(-c3ccc(SC(F)F)cc3)c3[n+]2CCC3)cc1 | -5.9 | -1.3 | 6.6 | 8.2 | -0.1 | 3.4 | -12.7 | / | 1.1
CC1(C(=O)NS(=O)(=O)c2ccc(Cl)s2)CCN1C(=O)c1ccccc1CCc1ccccc1 (stereo not given) | / | / | 6.2 | / | -1.3 | 1.2 | -3.3 | 3.0 | -5.1
Cc1ccc(CNC(=O)c2cc(C)nn2-c2ccccc2)cc1 | -5.1 | 2.6 | -1.3 | 7.8 | -4.9 | -0.5 | 1.3 | / | 3.5
C[C@H]1CN([C@@H](C)CO)C(=O)CCCn2nncc2CO[C@H]1CN(C)C(=O)CCC(F)(F)F | / | / | 0.5 | -12.0 | 0.3 | 2.8 | 4.2 | -5.9&-1.6&-3.2 | 4.9
CC(C)CCOC(=O)C1C(c2ccccc2)C(C(=O)O)C1c1ccccc1 (stereo not given) | -3.2 | 0.9 | 5.7 | -3.4 | -0.7 | 0.5 | -3.0 | -1.8 | 2.3
Cc1cccnc1NC(=O)c1cccc(S(=O)(=O)N2CCN(c3ccccc3)CC2)c1 | 9.6 | -0.1 | -7.2 | 0.7 | 0.1 | -0.9 | -4.6 | / | 6.9
Cn1c(-c2ccc3c(c2)OCO3)cnc1N | 9.4 | -1.2 | 6.1 | 2.4 | -4.8 | 0.0 | -9.2 | 10.5 | -0.1
Cc1c(NC(=O)C2CC(c3cccc(Br)c3)=NO2)c(=O)n(-c2ccccc2)n1C (stereo not given) | -4.9 | 2.3 | -3.2 | 7.3 | 0.2 | 2.9 | -0.5 | -2.3 | -3.5
CCCCN(C(=O)c1ccc(N(C)S(=O)(=O)c2ccc(C)cc2)cc1)c1c(N)n(CCCC)c(=O)[nH]c1=O | 3.9 | / | -2.1 | -3.3 | -4.2 | 1.0 | i | -0.9 | -4.8
Cc1ccc2nc(NC(=O)COC(=O)CSc3nc(C)cc(C)n3)sc2c1 | -2.7 | -0.9 | 3.8 | -9.6 | -3.3 | -2.6 | -5.3 | -0.8 | 2.3
Cc1cc(C)nc(N2C(=O)CC(Cc3ccc(Cl)cc3)C2=O)n1 (stereo not given) | 3.1 | 1.5 | 3.9 | 4.2 | 1.1 | 5.5 | -3.1 | / | -1.1
COC(=O)CN(c1ccccc1F)S(=O)(=O)c1ccc(C)cc1 | 8.3 | 2.8 | -5.1 | 3.2 | -3.6 | -0.2 | 0.6 | / | -6.0

Three compounds drawn at random from the list so far, as already listed:
compound | Rv3671c protease | Mtb UGM inh | GDH-TPI counter | MazEF act | FadD28 binding | Mtb FBA inh | BoNT F protease | Mtb BioA inh | PrPC surface inh
Cc1ccc2nc(NC(=O)COC(=O)CSc3nc(C)cc(C)n3)sc2c1 | -2.7 | -0.9 | 3.8 | -9.6 | -3.3 | -2.6 | -5.3 | -0.8 | 2.3
Cc1c(NC(=O)C2CC(c3cccc(Br)c3)=NO2)c(=O)n(-c2ccccc2)n1C (stereo not given) | -4.9 | 2.3 | -3.2 | 7.3 | 0.2 | 2.9 | -0.5 | -2.3 | -3.5
Cc1cc(C)nc(N2C(=O)CC(Cc3ccc(Cl)cc3)C2=O)n1 (stereo not given) | 3.1 | 1.5 | 3.9 | 4.2 | 1.1 | 5.5 | -3.1 | / | -1.1
